HCMV inh: blocks human cytomegalovirus replication. HFF cells, HCMV-luciferase reporter, 72 h; stronger effect = lower value. 4.5% of 410,000 active. activity change, negative = inhibition, % at 57.5 µM; in the data active means activity change below about -60%; inconclusive means no clear call, values can overlap the other calls; inactive means above about -39%
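Luciferase read-out from HCMV-luciferase-infected HFFs (MOI 1 PFU/cell) 72 h post infection at 37C; compounds added after 16 h cell attachment; activity normalized between buffer-only basal and Salinomycin (10uM) inhibitor controls.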
AmpC inh no detg: blocks E. coli AmpC beta-lactamase in detergent-free assay. Potency, µM (doses to about 57.1 µM), without a hit: at the highest dose activity change, negative = inhibition, usual class: inhibitors. P00811. AmpC nitrocefin hydrolysis, absorbance 480 nm, 0.0001% Triton. 0.52% of 330,000 active;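 further: potency means the concentration at half of the fitted maximal effect; plate controls were no compound for no effect and no enzyme for full effect; nearly all actives have a fitted effect of over 20% in size; some results filed as inactive show a strong effect at the top dose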
Target sequence (P00811 whole entry, looked up): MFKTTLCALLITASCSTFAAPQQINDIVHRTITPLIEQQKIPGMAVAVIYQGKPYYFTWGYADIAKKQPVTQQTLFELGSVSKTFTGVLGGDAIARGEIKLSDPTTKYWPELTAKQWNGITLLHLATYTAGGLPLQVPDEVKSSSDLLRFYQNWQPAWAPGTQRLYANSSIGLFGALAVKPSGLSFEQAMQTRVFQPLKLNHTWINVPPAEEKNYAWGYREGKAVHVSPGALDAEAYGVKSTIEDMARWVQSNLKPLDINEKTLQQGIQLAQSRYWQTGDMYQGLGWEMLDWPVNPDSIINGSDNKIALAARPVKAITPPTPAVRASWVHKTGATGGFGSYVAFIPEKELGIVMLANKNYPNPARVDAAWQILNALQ
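AmpC (5.3 nM in the dispensed reagent) in 20 mM phosphate pH 7.0 with 0.01% (detergent screen) or 0.0001% Triton X-100 was preincubated with compounds for 15 min at room temperature. Nitrocefin was then added from an 800 uM solution, and hydrolysis was followed at 480 nm.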
Giardia FBPA inh: Giardia lamblia aldolase inhibition. A8B2U2. purified Giardia FBPA. Potency, µM (doses to about 59.6 µM), for inactives: at the top dose activity, negative = inhibition, most hits filed as inhibitors. 0.71% of 290,000 active; further: potency means the concentration at half of the fitted maximal effect; nearly all actives have a fitted effect of over 55% in size
Target sequence (A8B2U2 whole entry, looked up): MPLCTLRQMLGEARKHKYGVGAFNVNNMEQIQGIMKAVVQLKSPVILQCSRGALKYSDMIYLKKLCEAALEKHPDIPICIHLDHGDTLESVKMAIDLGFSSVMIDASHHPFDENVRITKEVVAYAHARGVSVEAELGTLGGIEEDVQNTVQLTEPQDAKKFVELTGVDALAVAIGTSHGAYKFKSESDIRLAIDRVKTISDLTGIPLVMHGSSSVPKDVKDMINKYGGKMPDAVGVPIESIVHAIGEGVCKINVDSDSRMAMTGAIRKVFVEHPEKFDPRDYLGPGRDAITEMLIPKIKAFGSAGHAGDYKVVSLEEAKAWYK
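40 nM FBPA preincubated 10 min at RT with compound (up to 57.5 uM final), then substrate plus GAPDH/TPI/NAD/arsenate coupling and diaphorase/resazurin added. Fluorescence read after 20 min at RT, 525/598 nm.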
Sm TGR inh: S. mansoni TGR enzyme inhibition; purified TGR, DTNB reduction, TNB absorbance 405 nm; Q962Y6; Potency, µM (titrated, usually from 114 µM), for the others: top-dose activity change, negative = inhibition, hits mostly inhibitors; 3% of 360,000 active; AID 485364; further: potency means the concentration at half of the fitted maximal effect; nearly all actives have a fitted effect of over 60% in size
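First, TGR (20 nM dispensed) and NADPH were mixed with compound. Second, a 15 min room-temperature incubation followed. Third, further NADPH and then DTNB were added to start the reaction. Finally, TNB absorbance was monitored kinetically.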
HCV inh: blocks hepatitis C virus | Huh7.5.1 HCVcc-Cre infection, luciferase reporter, 44 h | Potency, µM (titrated, usually from 41.8 µM), inactives show top-dose activity change, negative = inhibition, most hits filed as inhibitors | 3.4% of 340,000 active | AID 651820; further: potency means the concentration at half of the fitted maximal effect
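Infectious HCVcc-Cre (~0.5 moi) was added to cells just after compound, with cells seeded 4 h earlier at 1,000 per well. Luciferase activity after 44 h culture reported infection; substrate was incubated 15 min at room temperature before reading.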
AmpC detergent: inhibitors of E. coli AmpC beta-lactamase with detergent. AmpC hydrolysis of nitrocefin, absorbance 480 nm, 0.01% Triton. 0.041% of 370,000 active. Potency, µM (series often up to 114 µM), without a hit: at the top dose activity change, negative = inhibition, actives largely listed as inhibitors. P00811;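 further: potency means the concentration at half of the fitted maximal effect; 0% = no-compound wells and -100% = no-enzyme wells; nearly all actives have a fitted effect of over 25% in size; some results filed as inactive show a strong effect at the top dose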
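AmpC (5.3 nM in the dispensed reagent) in 20 mM phosphate pH 7.0 with 0.01% (detergent screen) or 0.0001% Triton X-100 was preincubated with compounds for 15 min at room temperature. Nitrocefin was then added from an 800 uM solution, and hydrolysis was followed at 480 nm.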
The depositor's hits bear a star; ? = inconclusive; · = no result given; & = joins results of further samples; [ ] = dose if it differs, or a comment. Unless noted, the call rests on the fitted dose curve; in most records, active means well fitted curve in the direction sought with a large enough effect; inconclusive means small, poorly fitted or top-dose-only effect, or another doubt; inactive means no such curve, though single readings can be large; an effect the other way counts as inactive or inconclusive. Unless noted, on the % scale 0 is the no-effect control and ±100 the full control effect.

SMILES	HCMV inh	AmpC inh no detg	Giardia FBPA inh	Sm TGR inh	HCV inh	AmpC detergent
COc1ccc(CCNC(=O)C(=O)NCC2OCCN2S(=O)(=O)c2ccc3c(c2)OCCO3)cc1OC (configuration not stated)	-16	149%[activator]	·	-17%	?	-4%
C=CCC(Nc1ccccc1)C12C=CC(O1)C(C(=O)OC)=C2C(=O)OC (configuration not stated)	125	-13%	-3%	6.3µM*	-14%	-7%
Cc1cc(C(=O)Nc2cc(C(C)(C)C)on2)c(C)o1	19	-26%	-5%	3%	-17%	3%
COc1cc(-c2cc3n(C)c(C)c(CCC(=O)Nc4ccc(F)cc4)c(=O)n3n2)cc(OC)c1OC	-23	·	·	5%	·	-4%
C(=N\Nc1nc2ccccc2[nH]1)/c1cccc2nccnc12	-15	-18%	-7%	5%	?	-4%
O=C(NCCCn1ccnc1)C(=O)NCC1OCCN1S(=O)(=O)c1cc(F)ccc1F (configuration not stated)	-21	4%	-1%	8%	-3%	2%
COc1ccc(/C=C/C(=O)c2c(O)cc(C)oc2=O)c(OC)c1	-38	-39%	-5%	0%	11µM*	5%
O=C(Nc1ccc(NC(=O)C2CCCCC2)nc1)c1cccc(F)c1	-20	-36%	6%	1%	-13%	-14%
Cc1cc(C)n2cc(COc3ccc4ccccc4c3)nc2n1	36	98%[activator]	-12%	-3%	7%	?
COc1ccc(/C=C/C(=O)OC(C)C(=O)c2ccccc2)cc1OC (configuration not stated)	-24	75%[activator]	·	-1%	-1%	?
CC1(C)Cc2c(sc3nc(-c4cc5ccccc5o4)n(N)c(=O)c23)CO1	-6	-11%	0%	3%	-11%	-12%
CCc1cc2c(s1)NC(=O)CN=C2c1cccs1	21	-15%	14%	?	-12%	0%
CCc1cccc(CC)c1NC(=S)NCc1nc2ccccc2[nH]1	-22	-1%[2.29 µM]	-10%	-2%	23%	-2%
COCCOC(=O)c1c(C)oc2ccc(OC(=O)N(C)C)cc12	48	39%	-2%	1%	-10%	?
CCCN(C(=O)CCOc1ccc(C(C)(C)C)cc1)c1c(N)n(Cc2ccccc2)c(=O)[nH]c1=O	-18	-2%	·	-31%	-3%	?
NC(=O)c1nc(Nc2ccccc2)sc1NC(=O)c1c(F)cccc1F	24	·	·	0%	·	-4%
COc1ccc(-c2nc3ncccc3o2)cc1NC(=O)c1ccco1	-2	-9%	·	2%	-10%	4%
CC(C)CCNC1=CC(=O)CC(c2ccccc2)C1 (configuration not stated)	-7	-16%	1%	-5%	2%	0%
COc1ccccc1-n1cccc1C=O	52	-7%	1%	0%	12%	2%
CN(C)CCNC(=O)c1ccccc1	-25	-11%	3%	-24%	6%	-13%
Nc1ccccc1C(=O)OCC(=O)c1ccc2c(c1)OCCO2	47	-29%	14%	28%	-29%	7%
CCCc1cc(=O)n2[nH]c(NC(=O)c3ccccc3Cl)nc2n1	13	·	·	3%	·	2%
CC(C)c1nnc(NC(=O)C2CCCN2C(=O)Nc2ccccc2)s1 (configuration not stated)	33	-13%	0%	-5%	3%	-13%
O=C(Cc1ccc(-n2cccc2)cc1)NC1CCCCC1	34	-8%	5%	0%	-3%	3%

Molecules listed so far that have a halogen, in the order listed:
SMILES	HCMV inh	AmpC inh no detg	Giardia FBPA inh	Sm TGR inh	HCV inh	AmpC detergent
COc1cc(-c2cc3n(C)c(C)c(CCC(=O)Nc4ccc(F)cc4)c(=O)n3n2)cc(OC)c1OC	-23	·	·	5%	·	-4%
O=C(NCCCn1ccnc1)C(=O)NCC1OCCN1S(=O)(=O)c1cc(F)ccc1F (configuration not stated)	-21	4%	-1%	8%	-3%	2%
O=C(Nc1ccc(NC(=O)C2CCCCC2)nc1)c1cccc(F)c1	-20	-36%	6%	1%	-13%	-14%
NC(=O)c1nc(Nc2ccccc2)sc1NC(=O)c1c(F)cccc1F	24	·	·	0%	·	-4%
CCCc1cc(=O)n2[nH]c(NC(=O)c3ccccc3Cl)nc2n1	13	·	·	3%	·	2%

The list goes on:
SMILES	HCMV inh	AmpC inh no detg	Giardia FBPA inh	Sm TGR inh	HCV inh	AmpC detergent
Cc1ccc(Cn2c(C)c3cnn(CC(=O)N4CCN(c5cc(C)ccc5C)CC4)c(=O)c3c2C)cc1	?	·	·	-1%	·	7%
COc1ccc(OC)c(/C=N/NC(=O)c2cc3c(OC)cc(OC)cc3[nH]2)c1	35	0%	-12%	3%	25µM*	7%
CC(C)C(NC(=O)OC(C)(C)C)C(=O)N1CCCC1C(=O)NC(Cc1ccccc1)C(N)=O (configuration not stated)	3	6%	3%	-3%	0%	-3%
COc1ccc(-c2cc(=O)oc3cc(OC(=O)C4CCCCC4)ccc23)cc1	?	-3%	0%	6%	1%	-1%
CN(C)S(=O)(=O)c1ccc(S(=O)(=O)N2CCN(CCC#N)CC2)cc1	3	-13%	2%	4%	19%	?
COc1cc(CCC(=O)OCC(=O)Nc2ccc(C(N)=O)cc2)cc(OC)c1OC	1	-22%	-1%	3%	20%	-3%
Cc1onc(-c2ccccc2)c1C(=O)N1CCN(c2ccccc2)CC1	-9	54%	·	2%	12%	1%
Cc1sc(NC(=O)C2=COCCO2)nc1-c1ccc(F)cc1	-21	0%	·	-10%	?	-5%
O=S(=O)(NCCc1ccccc1)c1ccc(Br)s1	-3	-33%	·	7%	10%	-10%
COc1ccc(-n2nnc3c(SCC(=O)Nc4ccccc4F)ncnc32)cc1	-22	23%	3%	1%	0%	3%
CCc1ccc(OCC(=O)NC(Cc2c[nH]c3ccccc23)C(=O)O)cc1 (configuration not stated)	-2	·	·	6%	·	12%
CCCCC(=O)NNC(=O)c1c(O)c2ccccc2[nH]c1=O	-23	-17%	-21%	12%	3%	7%
CC(=O)Nc1ccc(/C=N/N2C(=O)NC(C)(c3ccc(OC(F)F)cc3)C2=O)cc1 (configuration not stated)	-13	8%	5%	9%	15%	-4%
CC(=O)N1c2ccc(S(=O)(=O)NCC3CCC(C(=O)Nc4cccc(C)c4)CC3)cc2CC1C (configuration not stated)	38	·	·	-1%	·	20%
CC(C)CNc1ncnc2c1nnn2C	-27	·	·	3%	·	0%
COc1ccc(CN2CCOCCOCCOCC2)cc1	54	-8%	-13%	8%	5%	8%
COc1ccc2c(c1)c1c(c(=O)n(Cc3ccccc3)c(=O)n1CC(=O)Nc1ccccc1OC)n2C	10	·	·	1%	·	1%
Cc1cc(OC(C)C(=O)N2CCN(c3ccccc3)CC2)c2c(C)c(C)c(=O)oc2c1 (configuration not stated)	-35	-3%	·	-12%	?	-6%
C[C@H](CO)N1C[C@H](C)[C@@H](CN(C)C(=O)Nc2ccc(C(F)(F)F)cc2)Oc2ccc(NC(=O)Cc3ccccc3)cc2C1=O	8	237%[activator]	·	·	?	·
Cc1cccc(OCC(=O)OCC(=O)N(CC(C)C)c2c(N)n(Cc3ccccc3)c(=O)[nH]c2=O)c1C	-16	-22%	·	-1%	16%	-2%
CCCCN(C(=O)c1ccc(S(=O)(=O)N2CCCCC2)cc1)C1CCS(=O)(=O)C1 (configuration not stated)	-2	23%	·	-2%	27%	?
C=CC[C@H](CC(=O)N(CCO)Cc1ccccc1)C(=O)N[C@H](COC(=O)[C@@H](CC=C)CC(=O)OC(C)(C)C)c1ccccc1	?	215%[activator]	·	·	?	·
COC(=O)c1ccc(OC)c(CN2C(=O)N(c3ccc(C(C)=O)cc3)S(=O)(=O)c3ccccc32)c1	?	·	·	?	·	12%
CCOC(=O)c1ccccc1NC(=O)CSc1nccn1C	19	-13%	-4%	5%	11%	-12%
N#Cc1ccccc1OCC(=O)OCC(=O)Nc1ccc2c(c1)OCO2	?	-17%	·	-21%	13%	-3%
COc1cccc(C(=O)CN(C(=O)c2ccc(Cl)cc2Cl)N2C(=O)c3ccccc3C2=O)c1	15	-21%	-7%	-1%	19%	?
O=C(CN(c1ccc(Cl)c(Cl)c1)S(=O)(=O)c1ccccc1)N1CCc2ccccc2C1	10	58%	-1%	18%	?	-10%
O=C(NCCCN1CCOCC1)C1Cc2c(ccc3ccccc23)O1 (configuration not stated)	45	-1%	1%	20%	?	-1%
CN(C)c1ccnc(Nc2ccccc2)c1C#N	14	-15%	-1%	-3%	-2%	-2%
Cc1onc(-c2ccccc2)c1C(=O)N1CCN(S(=O)(=O)c2ccc(Cl)cc2)CC1	-8	110%[activator]	·	-7%	11%	8%
O=C(NCC1CCCO1)/C(=C\c1ccco1)NC(=O)c1ccccc1 (configuration not stated)	-14	-15%	-17%	-35%	6%	-6%
CC1(C)CC(=O)c2cnc(NC(=O)C3CCCC3)nc2C1	18	-6%	2%	-8%	14%	-8%
Cc1cccc(NC(=O)CSc2ccc(-c3cccnc3)nn2)c1	?	0%	·	-1%	?	1%
CCOc1ccc(NC(=O)c2cc3cc4ccc(C)cc4nc3o2)cc1	-19	-19%	2%	-2%&-4%	·	0%&-4%
COc1ccc(C(=O)/C=C/c2ccsc2)cc1CSCC(=O)O	-39	-45%	·	-30%	29%	-5%
O=C(Nc1ccc(N2CCN(C(=O)c3ccc(Cl)cc3)CC2)cc1)c1ccc2c(c1)OCCO2	-92*	0%	-1%	0%	7.1µM*	3%
Oc1ccccc1C1=NCCNC(C(F)(F)F)=C1	-27	-16%	0%	·	-2%	-5%
CCOc1ccc(NC(=O)CSc2nc(-c3cccs3)cc(C(F)(F)F)c2C#N)cc1	5	·	·	7%	·	22%
Cc1ccc2cc(C)c3nnc(SCC(=O)Nc4nc5c(s4)CCCC5)n3c2c1	·	-17%	2%	-24%	·	1%
N#Cc1c(N)oc(-c2ccc3c(c2)OCO3)c1-c1ccc2c(c1)OCO2	-3	-37%	?	-7%	17%	0%
CN(CC(=O)Nc1ccc(F)cc1)C(=O)COc1ncnc2ccccc12	36	-9%	5%	?	6%	4%
COC(=O)C1CCN(CC(=O)Nc2ccc(OC)c(Cl)c2)CC1	28	0%	4%	0%	14%	-4%
COc1cc(CN2CCCN(C)CC2)c([N+](=O)[O-])cc1OC	44	-12%	?	-26%	18%	?
Cc1ccc(CNC(=O)c2cccc(Nc3nc4ccccc4n4nnnc34)c2)cc1	10	·	·	0%	·	-3%
Cc1ccc(C(=O)CC2(O)C(=O)N(C)c3ccccc32)s1 (configuration not stated)	-10	-3%	0%	·	9%	0%
COc1ccc(N2CCN(C3=CC(=O)N(c4cccc(Cl)c4)C3=O)CC2)cc1	6	-23%	2%	7%	8%	9%
C[C@H]1CCC(=O)N([C@H](CSc2ccccc2)Cc2ccccc2)CC1	-6	1%	7%	-20%	?	?
Cc1ccsc1C1NC(=O)c2ccccc2N1 (configuration not stated)	-7	-27%	-6%	-13%	11%	-7%
Cc1cc(CNC(=O)Nc2ccc3c(c2)OCO3)nn1C	135	·	-14%	14%	12%	3%
O=C(NCc1cccc(OC(F)(F)F)c1)C1CCC(=O)N(Cc2cccc(F)c2)C1 (configuration not stated)	-16	118%[activator]	-5%	8%	-8%	-12%
Cc1cc(C)n2nc(CNS(=O)(=O)c3cccc([N+](=O)[O-])c3)nc2n1	-2	-2%	5%	0%	8%	-3%
